Screening data (PubChem BioAssay)
PG9 Ab binder: binders of HIV-1 gp120 antibody PG9, primary screen, biochemical, TR-FRET. AID 624416, 2012. inhibition, % at 6.7 µM. TR-FRET gp120-PG9 antibody binding. 0.43% of 360,000 active; in the data active = inhibition above about 8.5%
UHRF1 binding: UHRF1 methylated DNA binding inhibitors, primary screen, counter-screen for MBD2 inhibitor project, biochemical, TR-FRET, human UHRF1, single concentration; E3 ubiquitin-protein ligase UHRF1 (Homo sapiens), Q96T88; UHRF1 binding to methylated oligo; inhibition, % at 4.4 µM; 0.75% of 370,000 active; AID 687016, 2013; in the data active = inhibition above about 21%;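 note: UHRF1 SRA domain binding a hemimethylated CpG hairpin DNA probe; 0% = median of test compound wells and 100% = reference inhibitor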
MBD2 DNA inh: inhibitors of MBD2 binding to methylated DNA, primary screen, biochemical, TR-FRET, DNA-binding domain, human | MBD2 binding to methylated oligonucleotide | inhibition, % at 4.4 µM | 0.31% of 370,000 active | AID 686964, 2013; in the data active = inhibition above about 13%
rCAG RNA binder: binders of r(CAG) RNA repeats, primary screen, biochemical, fluorescence; r(CAG) RNA repeat, TO-PRO-1 dye displacement fluorescence; inhibition, % at 3 µM; 1.3% of 370,000 active;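 active = inhibition above the plate cutoff, the mean of all test compounds on that plate plus 3 SD, cut at about 35% in these data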;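 note: 0% = DMSO alone and 100% = 100 µM mitoxantrone as full dye displacement; higher means more dye released from RNA so lower well fluorescence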
mABHD4 FP: ABHD4 inhibitors, primary screen, biochemical, fluorescence polarization, mouse | purified mABHD4, FP-Rh probe fluorescence polarization | inhibition, % at 8.92 µM | 0.54% of 370,000 active;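 active = inhibition exceeding the mean over every tested compound plus 3 SD, cut at about 30% in these data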;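 note: 0% = plate median of compound wells and 100% = S159A mutant with DMSO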
Target sequence (Q8VD66 whole entry, looked up): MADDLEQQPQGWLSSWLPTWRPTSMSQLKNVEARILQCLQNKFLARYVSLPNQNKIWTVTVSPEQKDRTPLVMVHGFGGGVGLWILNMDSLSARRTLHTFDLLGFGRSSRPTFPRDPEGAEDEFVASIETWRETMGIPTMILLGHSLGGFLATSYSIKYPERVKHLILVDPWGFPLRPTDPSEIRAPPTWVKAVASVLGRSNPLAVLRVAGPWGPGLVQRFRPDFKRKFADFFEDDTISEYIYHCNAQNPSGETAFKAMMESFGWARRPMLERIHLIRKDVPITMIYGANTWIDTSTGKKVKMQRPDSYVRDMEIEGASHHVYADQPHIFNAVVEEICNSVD
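Test system: mouse ABHD4 enzyme, wild type. Reagent: FP-Rh fluorescent activity-based probe, added after compound pre-incubation. Timing: pre-incubation 45 min, probe exposure 60 min, at 25 °C. Technique: FP readout, ex 525 nm / em 598 nm. Benchmarks: high control S159A mutant with DMSO, low control median of compound wells.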
Rev-erbA mod: modulators of Rev-erb alpha DNA binding, primary screen, biochemical, FITC-DNA, fluorescence polarization, uHTS; Nuclear receptor subfamily 1 group D member 1 (Homo sapiens), P20393; Rev-erbα–FITC-DNA binding, 90 min; activity, % at 10 µM; 0.79% of 370,000 active; AID 1259318, 2017;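 active = activity above about 14%, limit read from the data; passing the limit was not always enough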;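 note: 0% = DMSO wells with 35 nM protein and 100% = DMSO wells with 750 nM protein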
LEDGF integ inh: blockers of LEDGF/p75-dependent integrase strand transfer – biochemical, TR-FRET, high throughput, primary screen. HIV-1 integrase (with human LEDGF/p75). TR-FRET IN-LEDGF/p75 DNA integration, Eu/Cy5. inhibition, % at 3.7 µM. 0.64% of 370,000 active. AID 743269, 2014;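 active = inhibition above the screen-wide mean plus 3 SD, cut at about 13% in these data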;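 note: signal is the Cy5 over europium emission ratio at 671 and 618 nm; 0% = plate median of compound wells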
TCR CD3 inh: inhibitors of human TCR-CD3 interaction, primary screen, biochemical, fluorescence, TAMRA-labeled TCR probe. 0.37% of 360,000 active. T-cell receptor (TCR). inhibition, % at 9.4 µM; in the data active = inhibition above about 19%;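 note: recombinant mutant TCR 2C K166C tagged with TAMRA read by polarization; 0% = receptor in buffer alone and 100% = receptor with positive control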
HTRA1 inh: HTRA1 serine protease inhibitors, primary screen, biochemical, fluorescence polarization, HTS | Q92743 | recombinant HTRA1, FP-rhodamine activity-based probe | 0.5% of 340,000 active | inhibition, % at 5.96 µM; in the data active = inhibition above about 36%;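 note: 0% = enzyme with DMSO and 100% = wells lacking enzyme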
PRMT1 inh: PRMT1 methyltransferase inhibitors, primary screen, biochemical, fluorescence polarization | inhibition, % at 2.79 µM | 1.3% of 370,000 active | Protein arginine N-methyltransferase 1 (Homo sapiens), Q99873 | recombinant PRMT1, activity-based probe fluorescence polarization;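 active = inhibition above about 21% made by adding two undisclosed values, limit read from the data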
Target sequence (Q99873 whole entry, looked up): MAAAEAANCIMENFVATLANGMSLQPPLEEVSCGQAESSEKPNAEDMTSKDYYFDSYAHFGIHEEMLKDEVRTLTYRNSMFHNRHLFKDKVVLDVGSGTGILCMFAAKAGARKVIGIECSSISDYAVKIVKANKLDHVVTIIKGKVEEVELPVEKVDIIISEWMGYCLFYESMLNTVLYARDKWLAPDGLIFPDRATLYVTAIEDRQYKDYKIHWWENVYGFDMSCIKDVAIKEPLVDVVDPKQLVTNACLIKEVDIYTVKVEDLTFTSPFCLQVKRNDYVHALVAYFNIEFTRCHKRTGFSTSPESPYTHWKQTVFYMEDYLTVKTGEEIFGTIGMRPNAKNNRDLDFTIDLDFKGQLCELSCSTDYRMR
Numbers without * were called inactive; nt = not tested or not shown. A portion of the library; rates above refer to the full screens.

| Molecule | PG9 Ab binder | UHRF1 binding | MBD2 DNA inh | rCAG RNA binder | mABHD4 FP | Rev-erbA mod | LEDGF integ inh | TCR CD3 inh | HTRA1 inh | PRMT1 inh |
| --- | --- | --- | --- | --- | --- | --- | --- | --- | --- | --- |
| CN(N)C(=S)Nc1ccc(Cl)cc1 | 0.7 | 5 | -1 | -2 | -3 | -1 | -3 | -4 | 1 | 3 |
| CCCCNS(=O)(=O)c1ccc2nc(-c3cccnc3)cc(C(=O)NC(C)C)c2c1 | 2.9 | 0 | -2 | 5 | -4 | 1 | -3 | 2 | -6 | -3 |
| O=C(NCCN1CCOCC1)Nc1ccc(Cl)cc1Cl | -1.9 | -1 | 3 | -1 | -4 | 3 | 2 | 5 | 14 | 4 |
| CSc1ncccc1C(=O)Nc1nc2ccc(S(C)(=O)=O)cc2s1 | -2.7 | -1 | 2 | 3 | 6 | -8 | 4 | -2 | -2 | -2 |
| O=C(CC1S/C(=N/N=C/c2c[nH]c3ccccc23)NC1=O)Nc1ccccc1 (stereo not given) | 2.6 | 7 | 8 | 60* | -11 | -4 | 1 | -5 | -3 | 2 |
| CC(=O)Oc1cccc(C2C3=C(CC(C)(C)CC3=O)Nc3ccccc3N2C(C)=O)c1 (stereo not given) | -1.3 | 2 | -6 | -5 | 5 | 4 | 1 | 1 | 2 | -5 |
| Cc1ccc(Nc2cc(=O)n(C)c(=O)[nH]2)cc1C | 0.2 | 1 | -5 | 4 | 6 | -2 | -1 | -1 | 5 | 3 |
| CN1CCN(C(=O)C2CCCN(S(=O)(=O)c3ccccc3)C2)CC1 (stereo not given) | 1.0 | 0 | -1 | 0 | 10 | -4 | -3 | -3 | -1 | 3 |
| Cc1cc(C)c2c(c1)CC(C)(C)CC2=O | 0.7 | 2 | -6 | 1 | 9 | 2 | 3 | -3 | -3 | 1 |
| C=CCOc1ccc(/C=N/NC(=O)CN2CCCCC2)cc1OC | -2.1 | 0 | 0 | -7 | 5 | -5 | -3 | 1 | -3 | -1 |
| COc1ccc(NC(=O)CSCC(=O)Nc2nnc(C3CC3)s2)cc1 | 2.2 | 3 | 10 | 3 | -8 | -8 | -5 | -1 | 4 | 5 |
| CC1O[C@@H](OC2C(COC3OC(CO)C(O)[C@H](O)C3O)OC(OC3CC[C@]4(C)C(CC[C@@]5(C)[C@@H]4CC=C4[C@@H]6CC(C)(C)CC[C@]6(CO)C(O)C[C@]45C)C3(C)C)C(O)C2O)C(O)C(O)C1O (stereo not given in full) | -0.7 | -1 | -3 | -5 | -5 | -2 | -1 | 3 | -14 | -2 |
| O=S(=O)(c1ccc(OCC(O)CN2CCN(c3ccccc3)CC2)cc1)N1CCOCC1 (stereo not given) | -1.1 | -2 | -1 | -6 | 3 | 0 | 3 | 14 | -9 | -1 |
| COc1ccc(OCC(=O)Nc2cc(C)c(Cl)cc2OC)c([N+](=O)[O-])c1 | -0.3 | -2 | 5 | 2 | -2 | 1 | 0 | 8 | 1 | 0 |
| O=C(Nc1cccc([N+](=O)[O-])c1)NC1CCCCCCC1 | 1.6 | -1 | 2 | 3 | -6 | -2 | -1 | 1 | -21 | -3 |
| CC1(C(=O)Nc2ccc3c(c2)OCO3)CCN1C(=O)Cc1ccc(-c2ccccc2)cc1 (stereo not given) | 1.5 | -2 | 0 | 2 | -19 | 0 | -2 | 2 | nt | -3 |
| Cc1cc(N2CCN(C)CC2)nc2ccc(NC(=O)CCC(=O)NCCc3ccc(Cl)cc3)cc12 | 0.5 | -2 | -7 | -6 | -4 | -9 | -3 | 2 | -1 | 1 |
| COc1cc(/C=C2\SC(=S)N(c3cccnc3)C2=O)ccc1O | -2.6 | -2 | 1 | 7 | -34 | -18 | 2 | -28 | -22 | 1 |
| Cc1ccc(C(=O)O)cc1NC(=S)NCCc1ccccc1 | -2.0 | -3 | -2 | 0 | 2 | -1 | -1 | 2 | 2 | -3 |
| CCCC1(CCC)C(=O)NC(=NCCc2ccc(OC)c(OC)c2)NC1=O | 0.7 | 3 | -3 | 4 | -2 | -1 | -1 | -2 | 9 | 1 |
| O=C(NN=C1CCCC1)C(=O)Nc1cccc(C(F)(F)F)c1 | -1.4 | -2 | 1 | -2 | 6 | 0 | -3 | 3 | 6 | -2 |
| CCOc1cc(NCCN2CCOCC2)c([N+](=O)[O-])cc1OCC | -6.5 | 24* | -22 | 7 | -4 | 16 | 1 | 6 | 0 | 0 |
| O=C(/C=C/c1ccccc1)NC(=S)Nc1ccccc1 | -0.1 | -2 | -1 | 4 | -10 | -6 | -1 | 4 | -8 | 1 |
| CCOC(=O)Nc1ccc(S(=O)(=O)NCc2ccccc2)cc1 | -2.5 | -1 | -1 | 0 | 0 | -1 | -1 | -2 | -2 | 1 |

(further entries)
Molecule	PG9 Ab binder	UHRF1 binding	MBD2 DNA inh	rCAG RNA binder	mABHD4 FP	Rev-erbA mod	LEDGF integ inh	TCR CD3 inh	HTRA1 inh	PRMT1 inh
Cc1[nH]c2ccccc2c1CC(=O)Nc1ccc(Nc2cccnc2)c(-c2ccc(F)c(F)c2)c1	0.7	-1	1	9	27	-6	0	4	nt	2
OCC1C2c3ccccc3C(c3ccccc32)C1CO (stereo not given)	-2.2	-1	1	0	0	1	2	-1	-1	-2
O=S(=O)(/N=C(/c1ccccc1)N1CCOCC1)c1ccc(Br)cc1	-0.3	-1	3	-5	3	1	-4	7	4	1
COc1ccc2[nH]cc(C(=O)CN3CCN(C/C=C/c4ccccc4)CC3)c2c1	0.3	-2	-1	0	3	1	2	2	nt	0
O=C(CC1CCCCC1)c1c(O)c2ccccc2oc1=O	0.3	-1	6	6	4	-9	1	-6	-10	2
Cc1ccc(-c2nc(=S)c3c(n2CC2CCCO2)CC(C)(C)OC3)cc1 (stereo not given)	3.2	6	9	-4	-12	3	3	-2	1	2
CC(=O)NS(=O)(=O)c1ccc(NC(=O)NC2CCCCC2)cc1	1.2	0	-2	0	0	6	2	0	6	-2
CON(C)S(=O)(=O)c1cccc(C(=O)NC2CCSc3ccccc32)c1 (stereo not given)	-0.6	-2	-2	4	-11	0	2	6	-5	0
Cc1ccccc1CN1CCN(C(=O)[C@H]2O[C@@H](n3cnc(C(N)=O)n3)[C@H](O)[C@@H]2O)CC1	0.4	-2	4	1	-3	13	-1	4	nt	-1
O=C(/C=C/c1ccccc1)N1CCN(c2cccc(Cl)n2)CC1	0.7	2	6	-6	2	2	-2	4	-1	-1
CCOC(=O)NNC1CC(=O)N(c2ccc(OC)cc2)C1=O (stereo not given)	3.4	5	2	6	-6	1	1	-4	0	6
CO/N=C/c1cccn1-c1nccc(N(C)C)c1C#N	-1.2	2	6	0	6	-4	-1	2	nt	-1
COC(CCN(C)C)(c1ccccc1)c1ccccc1	-0.6	0	1	2	-14	-2	0	1	3	2
CC(C)CC(=O)N1CCN(c2ccc(NC(=O)c3ccco3)cc2)CC1	-3.3	2	0	-8	-1	0	2	7	4	2
Cc1cc(NC(=O)COc2cccc3cccnc23)no1	-0.3	-3	-3	5	12	5	2	5	nt	0
Cc1cc(C)n2nc(C(=O)OCC(=O)N(C)C3CCCCC3)nc2n1	-2.4	-1	1	0	5	2	-1	10	3	0
CCc1nnc(SCC(=O)Nc2nc(C)c(C(=O)N(C)C)s2)n1CC	-0.6	-1	2	-4	-1	-2	2	0	1	3
CCC(C)(C)n1nnnc1C(c1cc2cc(C)ccc2[nH]c1=O)N1CCCC1 (stereo not given)	-1.7	-11	-10	10	9	-6	5	0	-7	22*
COc1ccccc1NC(=S)N(CCCN1CCOCC1)Cc1ccccn1	-1.2	1	-1	-4	-2	-6	0	4	6	1
NC(=S)NC(=O)c1ccccc1	1.9	4	-2	-7	1	0	0	-8	1	-1
CCOc1cc(S(=O)(=O)n2nc(C)cc2C)ccc1Br	-0.5	1	-2	-3	0	1	-2	12	-8	-1
CCCCNC(=O)CCCn1c(=S)[nH]c2cc3c(cc2c1=O)OCO3	-0.3	5	-3	5	7	-4	-1	-9	3	2
C=CCn1c(SCC(=O)N2CC(C)OC(C)C2)nnc1-c1ccncc1 (stereo not given)	0.3	-3	4	4	7	-6	2	-1	0	1
COc1ccc(OC)c(NC(=O)CNC(=O)c2cccs2)c1	0.8	-3	5	7	-1	-1	0	4	4	-2
CCSc1nnc(NC(=O)c2ccc3ccccc3n2)s1	0.4	-1	-3	2	-2	-7	-2	5	-4	1
O=C(CCC1N=C2c3ccccc3N=C(SCc3ccc(Cl)cc3)N2C1=O)NCc1ccco1 (stereo not given)	0.1	-2	-1	0	-4	-4	3	2	-18	1
CCOc1ccccc1/C=C/c1onc(C)c1S(=O)(=O)N1CCC(C(=O)N(CC)CC)CC1	-1.8	16	13*	-4	-18	3	-1	-9	-22	7
CN(C)N1C(N)=C(C#N)C(c2cccc(Cl)c2)C2=C1CCCC2=O (stereo not given)	-1.2	-4	-8	6	15	2	3	9	4	2
COCCn1c(-c2ccc(NC(C)=O)cc2)nc2c1c(=O)[nH]c(=O)n2CC(C)C	-1.2	4	-5	-2	0	-3	0	0	0	-2

9 entries from above, with two lines to a compound:
Each structure is followed by: PG9 Ab binder | UHRF1 binding | MBD2 DNA inh | rCAG RNA binder | mABHD4 FP | Rev-erbA mod | LEDGF integ inh | TCR CD3 inh | HTRA1 inh | PRMT1 inh
CCOc1cc(S(=O)(=O)n2nc(C)cc2C)ccc1Br
    -0.5 | 1 | -2 | -3 | 0 | 1 | -2 | 12 | -8 | -1
CCCCNC(=O)CCCn1c(=S)[nH]c2cc3c(cc2c1=O)OCO3
    -0.3 | 5 | -3 | 5 | 7 | -4 | -1 | -9 | 3 | 2
C=CCn1c(SCC(=O)N2CC(C)OC(C)C2)nnc1-c1ccncc1 (stereo not given)
    0.3 | -3 | 4 | 4 | 7 | -6 | 2 | -1 | 0 | 1
COc1ccc(OC)c(NC(=O)CNC(=O)c2cccs2)c1
    0.8 | -3 | 5 | 7 | -1 | -1 | 0 | 4 | 4 | -2
CCSc1nnc(NC(=O)c2ccc3ccccc3n2)s1
    0.4 | -1 | -3 | 2 | -2 | -7 | -2 | 5 | -4 | 1
O=C(CCC1N=C2c3ccccc3N=C(SCc3ccc(Cl)cc3)N2C1=O)NCc1ccco1 (stereo not given)
    0.1 | -2 | -1 | 0 | -4 | -4 | 3 | 2 | -18 | 1
CCOc1ccccc1/C=C/c1onc(C)c1S(=O)(=O)N1CCC(C(=O)N(CC)CC)CC1
    -1.8 | 16 | 13* | -4 | -18 | 3 | -1 | -9 | -22 | 7
CN(C)N1C(N)=C(C#N)C(c2cccc(Cl)c2)C2=C1CCCC2=O (stereo not given)
    -1.2 | -4 | -8 | 6 | 15 | 2 | 3 | 9 | 4 | 2
COCCn1c(-c2ccc(NC(C)=O)cc2)nc2c1c(=O)[nH]c(=O)n2CC(C)C
    -1.2 | 4 | -5 | -2 | 0 | -3 | 0 | 0 | 0 | -2
